# HUVEC tox TNFa: toxic to HUVEC cells under TNF alpha stimulation; HUVEC TNFalpha-stimulated, Hoechst cell count, imaging; cell count reduction, % at 2 µM; 93,000 tested, 0.17% active; AID 848;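 active = cell count reduction exceeding the screen mean by over 5 SD, scaled to untreated wells per plate, cut at about 78% in these data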;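 also: cells counted after 24 h of TNF alpha exposure following the 1 h pretreatment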
# MT1-MMP txn act: MT1-MMP promoter transcription activation; HT1080 MT1-MMP promoter luciferase reporter, luminescence, overnight; stronger effect = higher value; activation factor at 10 µM; 86,000 tested, 0.16% active; AID 750;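 active = activation factor of at least 2 for MT1-MMP transcription at 10 µM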
# VCAM1 TNFa inh: reduces TNF alpha induced VCAM1 expression in HUVEC; 95,000 tested, 0.48% active; HUVEC TNFa-induced VCAM-1 immunofluorescence, high-content imaging; inhibition, % at 2 µM;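 active = inhibition above the batch mean plus 3 SD, with images confirmed as a hit by eye, cut at about 37% in these data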;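 also: 0% = TNF-stimulated DMSO wells and 100% = unstimulated control wells; not every result past the cut was called active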
# hDAT+cocaine: human DAT dopamine uptake with cocaine, either direction | 110,000 tested, 1.3% active | AID 449768 | Q01959 | B-score at 10 µM | LLC-PK1 hDAT cells, [14C]-dopamine uptake with cocaine IC80; actives deviate in either direction;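 active = Z score or B-score, a plate-position-corrected score, falls beyond the plate's 99.7% confidence bounds, in either direction; inactive = both scores lie inside the 99.7% bounds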;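 also: scored against the spread of the other compound wells on the same plate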
# HUVEC tox IL1B: toxic to HUVEC cells under IL-1B stimulation | 94,000 tested, 0.41% active | cell count reduction, % at 2 µM | AID 845 | HUVEC cell count loss, Hoechst imaging, IL-1B stimulated;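 active = cell count reduction more than 3 SD above the screen-wide mean, cut at about 70% in these data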;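 also: normalized per plate to untreated control cells as the no-loss baseline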
# LYP inh 2: LYP (human) phosphatase inhibition; AID 640; inhibition, % at 2 µM; 96,000 tested, 0.21% active; Q9Y2R2; recombinant LYP catalytic domain, DiFMUP fluorescence;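 active = inhibition at 2 µM at or above a set limit, the screen mean plus 3 SD, cut at about 24% in these data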;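 also: 0% = DMSO with enzyme and 100% = enzyme fully blocked by orthovanadate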
# Target sequence (Q9Y2R2 whole entry, looked up, the tested form may be a part): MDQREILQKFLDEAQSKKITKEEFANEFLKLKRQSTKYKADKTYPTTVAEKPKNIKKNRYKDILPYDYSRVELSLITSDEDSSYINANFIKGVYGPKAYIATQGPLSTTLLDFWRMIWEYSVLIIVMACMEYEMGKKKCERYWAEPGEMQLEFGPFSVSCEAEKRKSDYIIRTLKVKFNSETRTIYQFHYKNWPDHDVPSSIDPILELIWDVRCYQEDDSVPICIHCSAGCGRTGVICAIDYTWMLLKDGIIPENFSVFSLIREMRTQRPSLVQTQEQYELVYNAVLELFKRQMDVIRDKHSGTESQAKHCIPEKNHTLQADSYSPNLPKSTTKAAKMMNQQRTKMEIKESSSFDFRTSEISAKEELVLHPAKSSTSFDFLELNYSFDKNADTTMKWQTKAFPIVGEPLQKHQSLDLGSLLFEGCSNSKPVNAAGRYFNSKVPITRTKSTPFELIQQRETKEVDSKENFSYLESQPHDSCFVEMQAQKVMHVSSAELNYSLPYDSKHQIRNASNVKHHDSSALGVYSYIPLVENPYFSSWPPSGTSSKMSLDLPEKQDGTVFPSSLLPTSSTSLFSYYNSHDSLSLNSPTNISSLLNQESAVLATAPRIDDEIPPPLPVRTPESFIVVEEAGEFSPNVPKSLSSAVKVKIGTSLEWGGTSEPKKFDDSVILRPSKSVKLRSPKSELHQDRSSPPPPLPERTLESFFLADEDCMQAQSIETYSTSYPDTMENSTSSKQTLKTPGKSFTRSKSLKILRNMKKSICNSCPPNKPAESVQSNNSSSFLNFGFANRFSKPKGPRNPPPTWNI
# Calb biofilm kill: kills Candida albicans biofilms | C. albicans biofilm + clotrimazole, Alamar Blue | inhibition, % at 6 µM | 85,000 tested, 0.14% active | AID 834;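 active = inhibition above 20%; inactive = inhibition below 20%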;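 also: preformed 24 hr biofilms exposed to compound for 48 hr; 0% = biofilm without compound and 100% = blank killed by clotrimazole plus chlorhexidine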
# F-actin modifier: modifiers of cytoskeleton assembly. HUVEC TNFa F-actin phalloidin imaging, high content. inhibition, % at 2 µM. 91,000 tested, 0.18% active. AID 836;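 active = inhibition above the batch mean plus 3 SD and confirmed as a hit by visual image inspection, cut at about 30% in these data, passing the limit was not always enough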; also: strong numbers were not always called active
# Smad3 FoxH1 inh: blocks human Smad3 binding to FoxH1 peptide | inhibition, % at 25 µM | 88,000 tested, 0.29% active | P84022 | TR-FRET Smad3/Dy647-FoxH1 peptide binding, europium anti-His;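 active = compounds that reduce the energy-transfer binding signal between the protein and its labelled peptide by more than half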;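 also: 0% = Smad3 plus labelled peptide maximal FRET and 100% = peptide-only background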
# Active calls of the source: *; / = no result given; [ ] = another dose, or the depositor's remark.
item	SMILES	HUVEC tox TNFa	MT1-MMP txn act	VCAM1 TNFa inh	hDAT+cocaine	HUVEC tox IL1B	LYP inh 2	Calb biofilm kill	F-actin modifier	Smad3 FoxH1 inh
1	O=C(N/N=C/c1ccc(F)c(F)c1)c1cc2c(s1)-c1ccccc1CC2	-10	/	2	-0.8	-30	3	/	14	/
2	Cc1cc(NC(=O)C23CCC(C)(c4nc5cc(Cl)c(Cl)cc5nc42)C3(C)C)no1 (stereo unspecified)	0	1.1	17	/	8	-16	3	4	10[fluorescence artefact?]
3	c1c2c(cc3sc(N4CCOCC4)nc13)OCCO2	-20	0.2	5	0.25	5	2	/	-14	/
4	CCCCN(C)CCNC(=O)Cn1ncc2c(=O)oc3ccc(C)cc3c21	-31	1.1	12	-0.068	-3	-6	2	5	4
5	Cc1csc(SCCN2C(=O)c3ccccc3C2=O)n1	-8	1.5	-11	2.7	-6	-4	8	-12	-1
6	Cc1nc([N+](=O)[O-])c(Br)n1CC(=O)c1ccc2ccccc2c1	5	1.2	29	0.37	/	-1	9	5	5
7	CC(C)(O)c1cc(=O)sc2nc3ccccc3n12	-30	1.2	2	-1	9	2	/	2	10
8	COc1cc(Cl)c(S(=O)(=O)NCc2cccnc2)cc1Cl	-12	1.1	0	0.45	14	-2	6	-2	0
9	CN(CP(=O)(O)CN(C)S(C)(=O)=O)S(C)(=O)=O	2	1.1	-32	-0.62	-3	0	8	-5	-3
10	CCCCCOC(=O)CSc1nc2c(c(=O)[nH]c(=O)n2C)n1Cc1ccc(Cl)cc1	-13	1.1	7	0.3	-29	7	/	-3	/
11	CSCCC(NS(=O)(=O)c1ccc(Cl)cc1)C(=O)OCC(=O)N1CCOCC1 (stereo unspecified)	/	1.2	/	-1.7	-14	3	-7	/	6
12	COc1ccc(S(=O)(=O)N(CCc2ccccc2)CC(=O)O)cc1	0	1.2	1	-0.2	-102	-7	4	-9	3
13	Oc1cccc(-c2nc3ccccc3s2)c1	2	/	34	/	-36	-1	-8	-7	4
14	Cc1cc(C)c2cc(C#N)c(SCC(=O)NCc3ccco3)nc2c1	2	1.1	-12	0.42	11	-5	4	4	-6[fluorescence artefact?]
15	COc1ccccc1Nc1ncccc1C(=O)O	/	1.1	/	0.27	-20	7	6	/	5
16	CCOC(=O)Cc1cc(=O)n2[nH]c(-c3ccc(C)cc3)cc2n1	-13	1.2	5	0.6	-5	-13	7	-2	-2
17	COc1ccccc1NC(=O)Cn1cnc2sc(C(=O)NCc3ccco3)c(C)c2c1=O	-4	/	29	1.9*	17	4	7	-8	8
18	COC(=O)c1cc2sc(Cl)cc2n1CC(=O)Nc1ccc(OC)c(OC)c1OC	-6	1.1	0	0.14	-2	5	2	-4	7
19	CSc1ccc(S(=O)(=O)NCc2ccc(Cl)cc2)cc1	-6	1.1	10	-0.0071	0	-7	6	-18	5
20	C=CCn1c(N)c(C(=O)OCCC)c2nc3ccccc3nc21	-9	1.1	-14	1.8	-4	-2	-2	-8	12
21	Cc1ccc(S(=O)(=O)N2CCOCC2)cc1NC(=O)c1cc2c(s1)CCC2	-8	/	-10	1.3	-21	4	/	6	/
22	COc1ccc(CCNC(=O)NC(C(F)(F)F)C(F)(F)F)cc1OC	-14	0.9	9	0.34	-28	3	9	-6	-6
23	COc1ccc(C)cc1NC(=S)NNC(=O)c1ccccc1Cl	-3	1.1	-10	1.2	-1	3	-8	10	9
24	Cc1nnc(SCc2cnc(-c3ccc(C(C)C)cc3)s2)n1C	-11	0.4	-3	0.74	-15	4	8	-10	5
25	COc1ccc(/C=C2/SC(=O)N(NS(=O)(=O)c3ccccc3)C2=S)cc1OC	-36	1.2	4	-0.4	4	6	2	-14	-31
26	CCOC(=O)CCCCC(=O)c1[nH]c(=O)[nH]c1CSc1nc2ccccc2[nH]1	-37	/	-15	0.33	7	8	6	2	-2
27	COCCn1c(SCC(=O)c2ccc(Cl)cc2)nnc1C(C)C	-13	1	-1	-0.39	32	0	-2	54	-17[fluorescence artefact?]
28	O=C(Nc1ccc2c(c1)OCO2)C1CCCN(S(=O)(=O)c2cccs2)C1 (stereo unspecified)	-25	0.9	12	0.21	-9	0	3	-5	0
29	Clc1ccc(Cc2ccc(Cl)nn2)c(Cl)c1	-2	/	8	0.79	4	-5	/	3	/
30	CC1(C)SCC(C(=O)O)N1C=O (stereo unspecified)	-24	/	4	0.66	-38	-1	9	9	-6
31	O=C(CNCC1CCCO1)N1CCN(S(=O)(=O)c2ccc3ccccc3c2)CC1 (stereo unspecified)	-13	/	4	0.24	4	8	/	3	/
32	Cc1c(NS(=O)(=O)c2ccc3c(c2)CCN3C(=O)C2CC2)c(=O)n(-c2ccccc2)n1C	-19	1.1	8	1.3	-6	-18	-7	10	-9
33	Cc1c(NC(=O)c2ccccc2N)cccc1C(=O)O	-21	1.5	21	-0.24	8	-3	2	-4	0
34	Cc1ccc(C(=O)Cn2c(N3CCOCC3)nc3c2c(=O)n(C)c(=O)n3C)cc1	-12	1.1	4	0.098	10	14	10	-1	0
35	CCn1c2ccc(/C(C)=N\O)cc2c2cc(/C(C)=N\O)ccc21	-7	/	-1	0.56	0	6	/	37	/
36	CC(=O)Nc1ccc(-c2cc3ccccc3o2)cc1	/	1.1	-18	0.9	2	8	7	-3	4
37	COc1ccc(NC(=O)COC(=O)c2cc(OC)c(OC)cc2NC(=O)c2ccco2)cc1OC	-12	/	8	-0.042	-20	1	/	10	/
38	CCOC(=O)CCS(=O)(=O)c1nc(-c2ccccc2)cc(C(F)(F)F)n1	15	/	38	-0.078	32	-2	-1	-17	2
39	CC(=O)c1ccc(N=Cc2c(O)n(-c3cc(Cl)ccc3N3CCOCC3)c(=O)c3ccccc23)cc1	-7	1.2	2	0.57	-7	4	-1	-6	10
40	Cc1c(NS(=O)(=O)c2ccc3c(c2)c(=O)n(C)c(=O)n3C)c(=O)n(-c2ccccc2)n1C	/	1.3	21	/	0	0	3	-6	-18
41	CCCCOCP(=O)(CCCC)COCCCC	/	1	-2	0.23	-18	5	/	23	/
42	COc1ccc(C(C)=O)cc1CSCCC#N	1	1.1	23	0.0015	3	-4	2	0	-12
43	COC(=O)c1cc(NC(=O)c2ccccc2)c(=O)oc1C/C=N\OCc1ccc(Cl)cc1Cl	0	1	-7	0.75	/	8	-1	-17	0
44	Cc1cccc(NC(=O)CCc2ccc(C)o2)c1	-8	1.1	-2	-0.034	6	1	7	43	1
45	COc1ccc(NC(=O)CCCn2c(=O)[nH]c3ccccc3c2=O)cc1	-12	1.1	20	0.62	-27	-4	3	-9	5
46	Cc1cc(N(C)C)cc(C)[n+]1[O-]	-15	1	-6	-0.33	-3	3	0	-11	0
47	Cc1ccc2[nH]c(=O)c3cc(C(=O)N(C)Cc4ccco4)sc3c2c1	-1	1	17	1.4	22	8	8	-12	-8
48	COC(=O)[C@H](CC(C)C)NC(=O)Nc1ccc2c(c1)OCCO2	-35	1.2	-11	0.015	-21	-2	5	14	3
49	Cc1cc(Oc2ccc(C(C)(C)C)cc2)nc(N2CCOCC2)n1	1	1.1	5	-0.045	-4	-7	4	0	8
50	CC(C)(SC(=S)N1CCOCC1)C(=O)O	-4	1.1	4	-0.29	-9	-6	9	-10	-10

# (list continues)
item	SMILES	HUVEC tox TNFa	MT1-MMP txn act	VCAM1 TNFa inh	hDAT+cocaine	HUVEC tox IL1B	LYP inh 2	Calb biofilm kill	F-actin modifier	Smad3 FoxH1 inh
51	Cc1ccccc1Oc1cccc(C(=O)/C(C#N)=C/N(C)C)c1	5	1.5	10	-1.4	15	4	3	14	3
52	O=C(Nc1cc(C(F)(F)F)ccc1F)C1CCCCC1	-2	/	6	-0.00092	-2	2	3	-18	5
53	CC(OC(=O)C1CCN(S(=O)(=O)c2ccccc2)CC1)C(=O)Nc1ncc(Cl)cc1Cl (stereo unspecified)	-29	1	-26	0.55	6	-2	-7	9	9
54	Cc1ccc(S(=O)(=O)N2CCC(C(=O)NCCCOC(C)C)CC2)cc1	12	1.1	-13	-0.37	9	2	1	-23	-6
55	COc1ccccc1-n1c(SCC(=O)Nc2nnc(C)s2)nc2c(c1=O)SCC2	4	1	-28	0.75	-11	9	/	-21	/
56	CCn1c(SCc2nc3ccccc3[nH]2)nnc1-c1ccc(OC)cc1	-3	1.2	12	-0.052	-12	-12	6	-5	5
57	CCc1nnc(NC(=O)CSc2nnc(-c3cc4ccccc4cc3O)n2CCOC)s1	-35	1.1	1	1.9	15	-4	7	60	13
58	Cc1cc(NCc2ccc(F)cc2Cl)n2nnnc2n1	/	0.9	/	0.1	/	/	6	/	-8
59	COc1ccc(-c2noc(CN(C)S(=O)(=O)c3ccc(C)cc3)n2)cc1	-4	1.1	2	-0.26	4	-13	2	4	3[fluorescence artefact?]
60	Cc1cc(C)cc(OCC(=O)OCCN2C(=O)c3ccccc3C2=O)c1	-11	1.2	-6	0.31	-7	7	4	/	-4
61	CCC(=O)n1nc(-c2ccco2)nc1N	-7	1.2	1	0.47	-3	-2	/	3	/
62	c1ccc(Cn2nnc3c(N4CCc5ccccc5C4)ncnc32)cc1	-38	1.2	-4	0.82	-68	6	1	15	10
63	Cc1ccc2[nH]c3c(c2c1)CN(C(=O)CN1CCN(c2ccccn2)CC1)CC3	/	1.2	/	2	/	/	7	/	11
64	C=CCn1c(/N=C/c2ccc3c(c2)OCO3)nc2ccccc21	-31	1.2	3	0.9	-42	7	8	4	13
65	COc1cc(C(=O)NCCCNc2nc3cc(C)cc(C)c3cc2C#N)cc(OC)c1OC	-7	1	21	1.8	-28	-3	6	-32	-2
66	CCOC(=O)N1CCN(CC(O)COc2ccccc2C(C)CC)CC1 (stereo unspecified)	/	1.2	-23	0.85	22	11	7	-14	2
67	S=C(NCc1ccco1)N1CCN(Cc2ccc(Cl)cc2Cl)CC1	3	/	-3	1.9	-6	6	/	27	/
68	O=c1[nH]cnc2scc(C3COc4ccccc4O3)c12 (stereo unspecified)	/	1.2	/	1.2	/	/	5	/	3
69	CCCC(=O)c1cc(F)c(N2CCN(S(=O)(=O)c3ccccc3)CC2)cc1C	-13	/	-9	-0.005	-6	4	9	7	-1
70	CCC1(C)Cc2c(sc3nnn(CC(=O)Nc4ccc(Cl)cc4)c(=O)c23)CO1 (stereo unspecified)	-11	/	14	0.064	-70	1	/	-7	/
71	Cc1cc(C)n2c(SCc3ccc(Cl)cc3Cl)nnc2n1	-15	1.2	-10	1.3	-17	1	6	15	-2
72	c1cncc(-c2nnc(-c3ccco3)o2)c1	7	1.1	1	0.14	-13	19	4	-3	-11
73	Cc1cc(C)c(S(=O)(=O)Nc2nnc(C)s2)c(C)c1	-5	1	-15	-0.78	-6	5	-6	-40	9
74	CCCCn1c(=S)[nH]c2c(oc3ccc(Cl)cc32)c1=O	-6	1.3	20	1.5	-10	1	5	2	18[fluorescence artefact?]
75	Cc1ccc(/C(N)=N/OC(=O)C23CC4CC(CC(C4)C2)C3)cc1	-6	/	0	-7.1*	-23	-11	/	9	/
76	CC(C)(C)NC(=O)CN(C(=O)Cn1nnc(-c2ccc(Cl)cc2)n1)C1CCN(Cc2ccccc2)CC1	-10	1.1	0	1.9	2	1	6	5	7
77	O=C(O)c1c2c(nc3ccc(S(=O)(=O)N4CCC(C(=O)NC5CCCC5)CC4)cc13)CCCCC2	/	1.1	/	-1.2	/	/	10	/	-7
78	Cc1nnc(NC(=O)NCN2C(=O)C3C4C=CC(C4)C3C2=O)s1 (stereo unspecified)	-4	1.2	-10	-1.6	-12	0	/	32	/
79	c1ccc(Cn2nnc3c(NCc4ccc5c(c4)OCO5)nc(C4CC4)nc32)cc1	1	1.2	6	-0.016	-5	20	5	-4	-11

# Only part of the results is shown. The share of hits here may be higher or lower than overall.
